Screening results as filed in PubChem BioAssay.
FBW7 act: activators of human E3 ligase FBW7; Q969H0; AlphaScreen FBW7–phospho-cyclin E peptide binding, activator screen; normalized activity (activation), % at 26.1 µM; actives 0.13% (n = 650,000); AID 1259310; in the data active = normalized activity above about 1.9%;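 note: purified mutant Fbw7 with reduced substrate affinity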
Target sequence (Q969H0 whole entry, looked up): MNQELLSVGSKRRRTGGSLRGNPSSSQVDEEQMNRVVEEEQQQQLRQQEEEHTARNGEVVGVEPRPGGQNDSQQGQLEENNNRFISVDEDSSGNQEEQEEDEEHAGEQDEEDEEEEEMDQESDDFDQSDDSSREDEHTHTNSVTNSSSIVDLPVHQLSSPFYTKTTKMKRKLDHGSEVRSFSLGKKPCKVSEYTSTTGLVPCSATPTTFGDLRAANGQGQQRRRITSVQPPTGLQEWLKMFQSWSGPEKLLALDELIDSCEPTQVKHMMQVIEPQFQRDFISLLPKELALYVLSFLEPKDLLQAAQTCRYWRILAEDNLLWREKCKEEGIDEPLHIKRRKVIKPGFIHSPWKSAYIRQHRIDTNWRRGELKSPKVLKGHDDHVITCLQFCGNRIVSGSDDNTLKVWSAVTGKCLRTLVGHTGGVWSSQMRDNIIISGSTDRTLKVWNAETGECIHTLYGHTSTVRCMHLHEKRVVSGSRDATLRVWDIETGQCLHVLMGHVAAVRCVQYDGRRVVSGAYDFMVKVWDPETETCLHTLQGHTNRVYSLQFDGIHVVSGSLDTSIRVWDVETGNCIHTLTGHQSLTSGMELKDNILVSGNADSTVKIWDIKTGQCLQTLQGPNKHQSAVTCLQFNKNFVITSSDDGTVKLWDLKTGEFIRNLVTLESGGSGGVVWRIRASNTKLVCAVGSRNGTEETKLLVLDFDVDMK
TEAD-YAP inh: TEAD-YAP interaction inhibition. actives 1.4% (n = 640,000). HEK-TIYL cells, TEAD-Gal4/YAP UAS-luciferase luminescence. inhibition, % at 9.12 µM; in the data active = inhibition above about 32%;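 note: 0% = median of test compound wells and 100% = reference inhibitor wells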
MITF primary: human MITF inhibition, primary screen; AlphaScreen MITF homodimerization, bead proximity signal; inhibition, % at 2.6 µM; actives 0.91% (n = 650,000); in the data active = inhibition above about 50%;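 note: 0% = vehicle wells with protein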
GPR151 ag: human GPR151 activation; Q8TDV0; PathHunter beta-arrestin GPR151 cells, luminescence; activation, % at 11.2 µM; actives 1% (n = 650,000); AID 1508602; in the data active = activation above about 4.9%;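 note: 0% = median of compound wells and 100% = cells with positive control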
Target sequence (Q8TDV0 whole entry, looked up): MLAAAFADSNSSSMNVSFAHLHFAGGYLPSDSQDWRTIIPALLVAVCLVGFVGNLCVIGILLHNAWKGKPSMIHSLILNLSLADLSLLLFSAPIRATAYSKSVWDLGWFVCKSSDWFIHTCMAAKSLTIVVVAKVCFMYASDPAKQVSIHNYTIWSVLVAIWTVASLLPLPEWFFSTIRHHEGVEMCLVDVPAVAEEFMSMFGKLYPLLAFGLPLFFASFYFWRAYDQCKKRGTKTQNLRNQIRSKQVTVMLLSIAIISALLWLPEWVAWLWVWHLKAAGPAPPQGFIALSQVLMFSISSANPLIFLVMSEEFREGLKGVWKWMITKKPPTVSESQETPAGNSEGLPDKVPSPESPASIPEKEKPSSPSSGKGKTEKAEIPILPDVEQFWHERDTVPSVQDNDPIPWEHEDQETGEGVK
* = called active by the depositor.

Order of values – FBW7 act	TEAD-YAP inh	MITF primary	GPR151 ag
- Cc1cccc(C)c1NC(=O)C1CC2CCCN2C12C(=O)Nc1ccccc12 (stereo not given)
 : 0.0	-3.7	-2.6	-1.3
- CCOC(=O)CNC(=O)C1c2cc(OC)c(OC)cc2C(=O)N(C)C1c1ccccc1F (stereo not given)
 : 0.1	5.3	-19.8	-0.6
- CC(NC(=O)Cn1cc2c(n1)CCCC2)c1ccc2c(c1)OCCO2 (stereo not given)
 : 0.1	0.2	-1.6	1.3
- CCCCNC(=O)/C=C/c1ccc(OC)c(Br)c1
 : 0.0	-4.4	-7.1	0.3
- COC(=O)c1ccc(C(=O)OC)c(NC(=S)N2CCC(N3CCCCC3)CC2)c1
 : -0.2	5.0	-7.2	-0.9
- O=C1C(=O)N(c2cccc(C(F)(F)F)c2)C(c2ccc(Cl)cc2)/C1=C(\O)c1ccc(Br)cc1 (stereo not given)
 : -0.1	3.9	-4.7	-1.2
- COc1cccc(CN2CCN(C3CCCCC3)CC2)c1
 : 0.1	5.8	60.3*	-0.4
- CCC(=O)c1cn(CC(=O)NCc2cccnc2)c2ccccc12
 : 0.0	-3.1	-3.4	0.7
- Cc1sc2nc(C)n3c(=O)n(CC(=O)N4CCCC4)nc3c2c1C
 : -0.1	5.2	-10.6	0.5
- O=C(NCCNC(=O)c1ccc(C(F)(F)F)cc1)c1ccc(C(F)(F)F)cc1
 : 0.2	9.4	-6.8	1.0
- COc1ccc(CCc2nc(-c3ccc(Br)o3)no2)cc1
 : 0.8	7.8	-0.9	0.4
- CCOC(=O)Cc1n[nH]c(=O)[nH]c1=O
 : -0.1	-2.8	0.8	-1.6
- CC(C)CCNC(=O)c1csc2c1CCC(C)C2 (stereo not given)
 : 0.1	-41.5	-14.6	-0.8
- COc1cccc(CN2C(=O)C3C(C(=O)Nc4ccc(Oc5ccccc5)cc4)C4C=CC3(O4)C2C(=O)NC2CCCCC2)c1 (stereo not given)
 : -0.1	-6.3	5.5	0.1
- CCN(C(=O)CSc1nc2c(sc(=S)n2-c2ccccc2C)c(=O)n1-c1ccccc1)c1cccc(C)c1
 : -0.1	8.3	1.7	-0.5
- Fc1ccc(N/N=C/c2ccncc2)c(F)c1
 : 0.1	-13.7	-1.7	-0.1
- O=C(NC(c1ccc(Cl)cc1)c1ccc2cccnc2c1O)C1CCCCC1 (stereo not given)
 : 0.8	14.2	11.5	-0.9
- COc1cccc2c1OC1(CCN(C(=O)Nc3ccc(C#N)cc3)CC1)OC2
 : -0.6	-3.1	-16.3	0.1
- CC(=O)N1CCc2cc(Br)cc(S(=O)(=O)Nc3cccc(F)c3)c21
 : -0.1	1.4	-1.6	-0.3
- O=C(NCc1ccc(F)cc1)c1ccc2c(=O)n(-c3cccc(C(F)(F)F)c3)c(=S)[nH]c2c1
 : 0.3	-7.6	-3.5	0.8
- CC(C)=C1C2C=CC1C1C(=O)N(c3cccc(Br)c3)C(=O)C21 (stereo not given)
 : 0.1	12.2	4.5	0.0
- FC(F)(F)c1cccc(Cc2n[nH]c(=S)n2-c2ccccc2)c1
 : -0.1	-1.7	10.7	-0.4
- COc1ccc(C2Oc3ccccc3C3=C2C(c2cccs2)n2ncnc2N3)cc1OC (stereo not given)
 : 0.0	52.0*	6.7	0.2
- COc1cccc(NC(=S)N2CCN(C)CC2)c1
 : 0.0	-1.6	-9.9	0.7
- CCn1c2cc(C)sc2c2cnn(CC(=O)N3CCC(C)CC3)c(=O)c21
 : -0.1	19.5	3.4	2.2
- CC1(C)Cc2c(sc(NC(=O)c3ccc(Br)s3)c2C#N)C(C)(C)N1
 : -0.1	-13.6	-10.0	2.3
- CCC(CC)C(=O)Nc1c2c(nn1-c1ccccc1C)CS(=O)C2 (stereo not given)
 : -0.1	4.0	-5.5	-0.9
- Cc1onc(-c2ccccc2Cl)c1C(=O)NCCc1nc2ccccc2[nH]1
 : 0.1	6.2	-12.9	0.3
- O=C(NC(=S)Nc1ccccc1Cl)c1cccs1
 : 0.2	-25.2	5.3	0.2
- O=c1oc2ccccc2n1CNc1ccccn1
 : 0.1	12.2	11.7	-0.7

Whole records, quoted from the list. Screens in order: FBW7 act, TEAD-YAP inh, MITF primary, GPR151 ag
Listed for CCN(C(=O)CSc1nc2c(sc(=S)n2-c2ccccc2C)c(=O)n1-c1ccccc1)c1cccc(C)c1 = -0.1, 8.3, 1.7, -0.5
Listed for CCC(CC)C(=O)Nc1c2c(nn1-c1ccccc1C)CS(=O)C2 (stereo not given) = -0.1, 4.0, -5.5, -0.9

Continued.
Order of values – FBW7 act	TEAD-YAP inh	MITF primary	GPR151 ag
- CCOC(=O)CNS(=O)(=O)c1ccc2c3c(cccc13)C(=O)N2CC
 : 0.1	-4.3	-12.1	-1.4
- O=C(Nc1ccc(S(=O)(=O)Nc2nccs2)cc1)C1(c2ccccc2)CCCC1
 : -0.1	7.2	9.9	1.0
- O=C(NCc1nnc(SCC(=O)N2CCc3ccccc32)n1-c1ccc(F)cc1)c1ccc(S(=O)(=O)N2CCOCC2)cc1
 : 0.3	3.2	8.9	-0.3
- O=C(NC(=S)Nc1ccc(-c2nc3cc(Cl)ccc3o2)cc1)c1cc2ccccc2o1
 : 0.1	-9.9	-12.4	1.1
- N#CC1=C(N)Oc2c(c(=O)[nH]c3ccccc23)C1c1ccc([N+](=O)[O-])cc1 (stereo not given)
 : 0.0	-6.3	6.8	-0.3
- CCOC(=O)c1c(NC(=O)CSc2nnc(CNC(=O)c3ccc(Cl)cc3Cl)n2C)sc2c1CCC2
 : 0.1	3.9	25.8	-1.2
- Cc1ccc(S(=O)(=O)N(CC(=O)N2CCCCC2)Cc2ccccc2)cc1
 : 0.3	5.9	4.8	-0.5
- COc1ccc(S(=O)(=O)NCc2nnc(SC)n2-c2ccccc2C)cc1
 : 0.1	5.5	11.0	-0.9
- COc1ccc2[nH]c3c(=O)n(CCC(=O)NCCC(C)C)c(=S)[nH]c3c2c1
 : -0.1	-2.5	2.2	0.7
- CCCn1ncc(C(=O)N2CCc3c(nc(N4CCC(C)CC4)[nH]c3=O)C2)c1C
 : 0.0	1.4	-7.4	-0.4
- O=C(c1ccc(Cl)c(Cl)c1)n1cnc2ccccc21
 : -0.2	0.4	17.9	0.4
- CCOC(=O)C1=C(C)N=c2s/c(=C\c3ccc4c(c3)OCO4)c(=O)n2C1c1ccc(F)cc1 (stereo not given)
 : -0.1	-1.6	0.5	2.0
- CC(C)[C@H](Cn1nc(-c2ccc(F)c(F)c2)ccc1=O)NC(=O)c1ccncc1
 : 0.2	2.9	11.5	-1.0
- Cc1cccc(NC(=O)C23CC4CC(CC(C4)C2)C3)c1
 : 0.0	1.1	-15.6	0.8
- N#C/C(=C\c1ccc(F)cc1)C(=O)Nc1ccc(C(=O)O)cc1
 : 0.1	7.4	4.1	-0.8
- CCCCSc1nnc2c(n1)OC(c1cc(Br)cc(Br)c1OC)Nc1ccccc1-2 (stereo not given)
 : 0.2	9.5	-1.9	0.4
- O=C1N[C@@H](Cc2ccccc2)C(=O)N2CCN(S(=O)(=O)c3cccc4ccccc34)C[C@H]12
 : 0.3	-3.4	11.4	2.4
- COc1ccc(Nc2nc(Cl)c(C(F)(F)F)c(Cl)c2Cl)cc1
 : 0.2	-1.8	13.1	1.7
- Cn1c(SCC(N)=O)nnc1-c1ccc(S(=O)(=O)N2CCCC2)cc1
 : -0.2	8.6	-3.1	-0.3
- CC[C@H](C)[C@H]1C(=O)Nc2cc(S(C)(=O)=O)ccc2N1C(=O)CC(C)C
 : 0.1	-3.0	12.2	-1.3
- COc1ccccc1-n1nc(C(=O)Nc2ccccc2C(F)(F)F)c2ccccc2c1=O
 : -0.1	7.0	0.7	0.0
- CC1=C(C(=O)OC(C)C)C(c2cccc(Br)c2)C2=C(CCCC2=O)N1 (stereo not given)
 : 0.9	0.1	17.5	-1.3
- CCC(CC)NC(=O)COC(=O)c1cc(OC)c(OC)cc1[N+](=O)[O-]
 : -0.1	5.1	-5.9	5.0*
- COC(=O)c1ccc(CO/N=C2\CCCc3nonc32)cc1
 : 0.1	-1.5	6.4	0.7
- O=C1OC(c2ccccc2)=N/C1=C\c1cccc2ccccc12
 : 0.0	-5.4	-8.9	-1.0
- Cc1c(C(=O)N2CCCc3ccccc32)sc2ncn(CC(=O)N3CCCCC3)c(=O)c12
 : -0.4	-0.7	5.4	-0.5
- Cc1ccc(NC(=O)N2CCCC2)cc1
 : 0.1	-19.4	12.9	-0.4
- CC(=O)NC1(NC(C)=O)CCN(C)CC1
 : 0.1	-1.5	9.9	0.1
- O=C(COc1cccc2c1CCN(Cc1ccc(F)cc1)C2=O)NCc1ccco1
 : -0.1	7.6	10.8	-1.5
- COc1ccc(C(=O)/C=C2/NCCNC2=O)cc1OC
 : 0.0	-8.6	7.6	0.9
- CCc1ccc(C(=O)COC(=O)CCS(=O)(=O)c2ccccc2)cc1
 : 0.1	5.6	6.2	0.5
- O=C(Nc1ccc(Oc2ccc(Br)c3ccccc23)c(Cl)c1)c1cc(Cl)cc(Cl)c1O
 : 0.2	-5.7	-6.9	1.4
- c1ccc(-c2cnc3nonc3n2)cc1
 : 0.1	6.2	4.5	0.6
- Cn1c(=O)cc(OCCCC(=O)N2CCCCCC2)c2ccccc21
 : 0.1	6.0	3.1	-0.7
- CC(C)n1c(=O)[nH]c2c(C(N)=O)nc(-c3ccccc3)nc21
 : 0.0	9.6	7.1	-1.7
- CCn1c(=O)c(=O)n(CC)c2cc(S(=O)(=O)Nc3cccc(OC)c3)ccc21
 : 0.0	-7.2	-7.5	-0.7
- COc1ccc([N+](=O)[O-])cc1NC(=O)Cc1c(C(=O)O)[nH]c2ccc(Cl)cc12
 : 0.0	5.9	14.1	-0.1
- CCSc1nc2sccn2c(=O)c1C(=O)NCCc1ccccn1
 : 0.0	3.2	10.5	-0.2
- Cc1ccc(C(=O)CCNc2ccc(Br)cc2)o1
 : -0.1	2.4	2.1	-0.8
- O=C(CN1Cc2ccccc2OC(c2ccccc2F)C1)N(CCO)CCO (stereo not given)
 : 0.1	-7.2	-1.8	0.2
- Ic1ccc(C2=CC(c3ccccc3)n3nnnc3N2)cc1 (stereo not given)
 : -0.2	-0.5	-3.4	1.3
- O=C(CSc1nc2sccc2c(=O)[nH]1)Nc1ccccc1
 : 0.1	-8.8	-13.7	-1.7
- CSCCC(NC(=O)c1ccc(C(F)(F)F)cc1)C(=O)NN (stereo not given)
 : 0.4	-4.3	-10.5	-0.8
- COc1ccc(S(=O)(=O)n2cc(-c3ccc(C)cc3)c(N)n2)cc1
 : 0.0	-4.3	-24.7	0.4
- Cc1ccc(NC(=O)/C(=C/c2cccc([N+](=O)[O-])c2)NC(=O)c2ccc(F)cc2Cl)cc1
 : 0.3	1.0	10.1	-0.6
- COc1ccc(-c2csc(NC(=O)c3ccc(S(=O)(=O)N4CC(C)CC(C)C4)cc3)n2)cc1 (stereo not given)
 : 1.0	1.8	1.9	-0.4
- CC12CC3(C)CC(C)(C1)CC(C(=O)NCc1ccccn1)(C2)C3
 : 0.3	8.4	10.7	-0.8
- COc1ccc(-c2nc3ncnc(NC4CC4)c3[nH]2)cc1
 : -0.1	-10.9	4.2	-1.2
- c1ccc(Nc2cc(-c3ccc(N4CCOCC4)nc3)ncn2)cc1
 : 0.1	-6.8	0.8	-0.1
- Cc1ccc(CN2CCN(C3CCSCC3)CC2CCO)o1 (stereo not given)
 : 0.3	0.0	9.2	1.7

New compounds follow:
Order of values – FBW7 act	TEAD-YAP inh	MITF primary	GPR151 ag
- CCOc1ccc2[nH]c(=O)c(CN(CCO)S(=O)(=O)c3ccccc3Cl)cc2c1
 : 0.1	13.6	-6.2	0.1
- OC(CNCc1ccc2c(c1)OCO2)COC(c1ccccc1)c1ccccc1 (stereo not given)
 : -0.4	-1.2	5.5	0.7
- O=C(NC(c1ccccc1)c1ccccc1)c1scc2c1CCCC2
 : -0.1	4.7	1.8	-0.9
- Cc1cc(C)c(S(=O)(=O)Nc2cccc3nsnc23)c(C)c1
 : -0.5	-27.7	-1.3	2.1
- CCOC(=O)c1c(NC(=O)C(C)Sc2nnc(CNC(=O)c3cccs3)n2-c2ccc(OCC)cc2)sc2c1CCCCC2 (stereo not given)
 : 0.3	4.8	5.9	-1.1
- CCOc1ccc(-c2nc3ccc([N+](=O)[O-])cc3o2)cc1
 : 0.0	-18.4	11.5	0.9
- COC(=O)COc1cc(Cl)c(C=O)cc1OC
 : 0.1	-3.6	-4.9	4.8
- O=C(C1CCC1)N1CCc2cc(S(=O)(=O)N3CCN(c4ncccn4)CC3)ccc21
 : 0.1	-7.1	-8.4	0.5
- COc1ccc(NC(=O)CSc2nnc(CNC(=O)c3ccco3)n2-c2ccc([N+](=O)[O-])cc2)cc1
 : 0.0	5.0	8.6	-0.8
- CCC(Cc1ccccc1)NC(=O)c1cn(CC)c2nc(C)ccc2c1=O (stereo not given)
 : 0.0	3.7	0.0	-1.4
- CCCn1c(SCC(=O)NNC(=O)c2ccc(OC)cc2)nnc1C(C)C
 : -0.1	1.6	10.6	-1.8
- Cc1ccc(NC(=O)CN2CCN(CCO)CC2)cc1Br
 : 0.1	4.2	17.0	1.1
- COc1ccc(OC)c(/C=C2\SC(=Nc3ccccc3Cl)NC2=O)c1
 : 0.1	-8.0	15.3	-1.7
- Cc1ccc(-c2cc3nc(C)cc(NCc4ccco4)n3n2)cc1
 : 0.2	0.0	-1.4	1.8
- CCCCc1ccc(N2CC(C)Cn3c2nc2c3c(=O)n(CC(N)=O)c(=O)n2C)cc1 (stereo not given)
 : 0.1	3.4	-2.9	-2.7
- CC(O)c1nc2ccccc2n1CCOc1ccccc1 (stereo not given)
 : 0.1	1.6	-2.8	0.7
- CCOc1ccccc1C1C(C#N)=C(SCC(=O)Nc2ccccc2CC)NC2=C1C(=O)CCC2 (stereo not given)
 : 0.7	11.8	3.2	-0.4
- COc1ccc(CCNc2nc(Cl)nc3c2ncn3C(C)C)cc1
 : -0.1	9.2	-4.0	0.8

Not a hit list; any-hit rate near 3.4%.
